# Screening data: PubChem, The Scripps Research Institute Molecular Screening Center
# GSTO1 counter: blocks human GSTO1 in RBBP9 counter-screen. P78417. recombinant GSTO1, activity-based probe fluorescence polarization. inhibition, % at 5.96 µM. 1.1% of 300,000 active. AID 1974;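 active = inhibition above the campaign mean inhibition plus 3 SD, cut at about 35% in these data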;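 note: 0% = GSTO1-1 with DMSO and 100% = wells lacking GSTO1-1 enzyme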
# Target sequence (P78417 whole entry, looked up): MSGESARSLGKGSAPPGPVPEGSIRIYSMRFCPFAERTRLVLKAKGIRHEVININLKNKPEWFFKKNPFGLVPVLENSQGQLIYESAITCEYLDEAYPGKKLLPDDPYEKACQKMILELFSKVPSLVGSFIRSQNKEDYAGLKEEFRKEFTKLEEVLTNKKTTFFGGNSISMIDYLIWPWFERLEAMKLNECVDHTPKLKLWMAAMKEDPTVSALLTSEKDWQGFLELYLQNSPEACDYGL
# PAFAH1B3 inh: PAFAH1B3 (human) inhibition; Q15102; recombinant PAFAH1B3, FP-rhodamine probe, fluorescence polarization; inhibition, % at 3.39 µM; 0.28% of 340,000 active; AID 492972;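 active = inhibition above the screen-wide average of all tested compounds plus 3 SD, cut at about 25% in these data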;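 note: 0% = enzyme with DMSO only and 100% = wells lacking PAFAH1B3 protein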
# LYPLA1 counter: counter-screen for PME1 inhibitors: inhibitors of human LYPLA1; 0.16% of 320,000 active; recombinant LYPLA1, FP-Rh probe fluorescence polarization; O75608; inhibition, % at 5.9 µM;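 active = inhibition above the mean of all tested compounds plus 3 SD, set per campaign, cut at about 14% in these data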;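 note: inhibitors block serine hydrolase probe labeling of LYPLA1 so polarization falls; 0% = enzyme with DMSO and 100% = wells lacking LYPLA1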
# Target sequence (O75608 whole entry, looked up): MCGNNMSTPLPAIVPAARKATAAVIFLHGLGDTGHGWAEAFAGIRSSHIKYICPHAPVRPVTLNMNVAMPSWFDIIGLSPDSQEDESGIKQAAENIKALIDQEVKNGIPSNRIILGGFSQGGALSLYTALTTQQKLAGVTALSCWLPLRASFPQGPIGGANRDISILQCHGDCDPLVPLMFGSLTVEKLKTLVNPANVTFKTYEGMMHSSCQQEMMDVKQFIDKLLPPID
# PAFAH1B2 FP inh: blocks human PAF acetylhydrolase 1b catalytic subunit 2; 1.2% of 340,000 active; P68402; inhibition, % at 3.39 µM; recombinant PAFAH1B2, FP-rhodamine activity probe, fluorescence polarization; AID 492953;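 active = inhibition above the mean of all tested compounds plus 3 SD, cut at about 24% in these data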;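 note: 0% = enzyme with DMSO and 100% = wells lacking PAFAH1B2; many of its hits are not listed in these tables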
# PAFAH2 FP inh: inhibitors of human PAFAH2. 0.99% of 340,000 active. inhibition, % at 3.39 µM. Q99487. AID 492956. recombinant PAFAH2, FP-rhodamine activity probe, fluorescence polarization;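 active = inhibition above the mean over all tested compounds plus 3 SD, cut at about 30% in these data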;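 note: inhibitors block probe labeling of enzyme so polarization drops; 0% = enzyme with DMSO and 100% = wells lacking PAFAH2 protein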
# PME-1 inh: PME-1 (human) inhibition. Q9Y570. recombinant PME-1, FP-Rh probe fluorescence polarization. inhibition, % at 5.9 µM. 0.53% of 320,000 active;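 active = inhibition above the campaign mean of all compounds plus 3 SD, cut at about 26% in these data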;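 note: competitive labeling of PME-1 active site by serine hydrolase directed probe; 0% = PME-1 with DMSO and 100% = wells lacking PME-1 enzyme; inhibitors block probe labeling so polarization falls and inhibition rises; many of its hits are not listed in these tables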
# pPAFAH FP inh: inhibitors of human plasma PAF acetylhydrolase (pPAFAH) | 1.5% of 330,000 active | recombinant pPAFAH, FP-rhodamine probe fluorescence polarization | AID 463082 | Q13093 | inhibition, % at 3.39 µM;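 active = inhibition above the mean inhibition across the screen plus 3 SD, cut at about 25% in these data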;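 note: inhibitors block binding of the rhodamine activity-based probe so polarization drops; 0% = enzyme with DMSO and 100% = wells lacking pPAFAH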
# Target sequence (Q13093 whole entry, looked up): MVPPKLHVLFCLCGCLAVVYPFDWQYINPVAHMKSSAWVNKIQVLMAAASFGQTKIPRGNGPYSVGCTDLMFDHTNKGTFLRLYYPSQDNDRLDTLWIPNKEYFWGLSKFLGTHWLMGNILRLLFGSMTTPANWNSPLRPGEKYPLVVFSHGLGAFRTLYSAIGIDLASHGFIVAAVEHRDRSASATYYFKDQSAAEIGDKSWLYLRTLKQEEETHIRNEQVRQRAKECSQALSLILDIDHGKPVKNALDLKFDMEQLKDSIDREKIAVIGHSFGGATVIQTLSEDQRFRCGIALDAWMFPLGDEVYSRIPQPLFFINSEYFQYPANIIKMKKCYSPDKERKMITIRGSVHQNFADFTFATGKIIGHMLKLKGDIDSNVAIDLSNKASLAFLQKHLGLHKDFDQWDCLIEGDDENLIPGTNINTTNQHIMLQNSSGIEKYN
# PAD4 inh: inhibitors of human PAD4. Q9UM07. recombinant PAD4, RCA probe fluorescence polarization. inhibition, % at 6.36 µM. 0.41% of 330,000 active. AID 485272;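 active = percent inhibition above a cutoff equal to the mean of all tested compounds plus 3 SD, cut at about 15% in these data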;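 note: 0% = PAD4 with RCA probe and DMSO and 100% = probe without PAD4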
# Fam108B inh: Fam108B inhibition, counter-screen for RBBP9 inhibitors; inhibition, % at 9.51 µM; 0.33% of 300,000 active; AID 1947; recombinant Fam108B, FP-Rh probe fluorescence polarization;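 active = inhibition above the screen mean inhibition plus 3 SD, computed separately per campaign, cut at about 18% in these data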;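 note: inhibitors lower polarization as less probe binds the enzyme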
# * = called active by the depositor; . = no result given. A portion of the library, so the mix of outcomes need not match the whole.
# The line under a structure holds: GSTO1 counter	PAFAH1B3 inh	LYPLA1 counter	PAFAH1B2 FP inh	PAFAH2 FP inh	PME-1 inh	pPAFAH FP inh	PAD4 inh	Fam108B inh
CC(C)(C)c1nc2ccccc2[nH]1
 : 2	4	1	0	1	-4	2	-4	6
CN1CCN(c2nc(Nc3ccc(F)cc3)nc(Nc3ccc(F)cc3)n2)CC1
 : -6	6	-7	2	8	-3	-7	-2	0
CC(CN(C)Cc1nc(Cc2cccc(C(F)(F)F)c2)no1)CN1CCCC1 (centres undefined)
 : 4	5	-1	5	-2	-1	7	3	2
CC(=O)Nc1ccc(NC(=O)c2ccccc2CCc2ccccc2)cc1
 : -3	5	1	1	1	-3	4	-5	-3
COCCSc1nnc(NC(=O)COC)s1
 : 5	2	-2	6	3	-5	-1	0	-2
C=C(C)CN(CC)C(=O)CC1C(=O)NCCN1C (centres undefined)
 : 6	9	1	7	7	-1	0	1	3
CC1CN(C(=O)COC(=O)Cc2c(Cl)cccc2Cl)CC(C)O1 (centres undefined)
 : .	0	.	4	7	.	5	0	.
CCNS(=O)(=O)c1ccc(NC(=O)c2ccccc2)cc1
 : -5	9	0	6	3	4	3	0	3
COc1ccccc1NC(=O)CCC(=O)OCc1ccc(Br)cc1
 : 6	2	3	7	8	0	4	-1	1
COc1ccc(CCN2CC(C(=O)N(C)Cc3ccccc3OC)CCC2=O)cc1 (centres undefined)
 : 12	3	-2	6	6	2	3	-2	1
FC(F)(F)c1ccc(Cl)c(NC(=S)N/N=C/c2ccccc2C(F)(F)F)c1
 : -5	7	-5	-3	-3	-14	-5	0	-2
C[C@@H](C(=O)Nc1ccc(SC(F)F)cc1)N1C(=O)C2CCCCC2C1=O (some centres undefined)
 : .	5	.	1	0	.	9	-1	.
COc1ccc(C2/C=C\CN(CC(C)C)CC(=O)N2Cc2cccc(F)c2)cc1 (centres undefined)
 : .	3	.	-1	-1	.	-1	-1	.
Cc1ccc2[nH]c3c(c2c1)CNCC3
 : -3	1	2	8	-3	-4	6	-1	2
O=C(O)Cn1cc(F)c(=O)[nH]c1=O
 : 1	.	1	.	.	-2	10	4	1
CCOc1cc(C(=O)O)ccc1OCCOc1ccccc1
 : 4	5	3	2	-1	-2	11	4	-1
OC(CNCC1CCCO1)Cn1c2ccc(Br)cc2c2cc(Br)ccc21 (centres undefined)
 : -3	0	-12	0	-3	-14	60*	-2	-11
COc1cc2ccccc2cc1C(=O)Nc1ccc(Cc2ccncc2)cc1
 : -4	10	-12	2	2	-15	6	1	-10
CC(C)N1CCC(N2CCN(C3CCCCC3)CC2CCO)CC1 (centres undefined)
 : 6	4	0	3	0	-6	-1	-5	0
Cc1nc2cc(NC(=O)NCc3ccco3)ccc2o1
 : 8	0	-2	-3	-4	6	-3	0	1
CCCOc1cccc(C2C(C(=O)c3ccc(C)o3)=C(O)C(=O)N2c2nc(C)c(C(C)=O)s2)c1 (centres undefined)
 : -7	-1	-5	0	-4	-14	6	-21	-4
CC1CCCC(C)N1C(=O)Cn1nnc(-c2ccc([N+](=O)[O-])cc2)n1 (centres undefined)
 : 1	-1	-2	10	2	0	1	-2	-3
COc1cc(NC(=O)c2cccs2)cc(OC)c1
 : 10	4	4	-1	10	-2	4	3	0
O=[N+]([O-])c1cnccc1Nc1ccccc1
 : 2	-1	0	5	-9	-2	2	-8	-4
CN(Cc1ccccc1)C(=O)c1ccc(NC(=O)Cc2cccc(NC(=O)C3CCN(C(=O)C4CC4)CC3)c2)cc1
 : .	2	-1	-2	-3	-5	-6	2	.
S=C(NCC1CCCO1)N1CCN(c2ccccc2)CC1 (centres undefined)
 : 2	2	1	0	5	4	5	-2	6
O=C(CCc1nc2ccccc2c(=O)[nH]1)OCc1ccccc1F
 : -1	3	-1	1	1	0	2	-1	-3
COC(=O)c1ccc(CNC(=O)c2ccc3c(c2)OCCO3)cc1
 : 2	7	3	-5	2	-9	4	-3	3
Cc1cccc(N2CCN(C3=NC(=O)/C(=C\c4cn[nH]c4-c4ccccc4)S3)CC2)c1
 : 3	-5	2	-2	-9	-5	-1	-6	2
CCCC(=O)NC(=S)Nc1nc(-c2ccc(OC)cc2)cs1
 : 4	5	4	-1	-3	-1	0	-1	3
C=CCOc1c2ccc(C(=O)NC3CCCc4ccccc43)cc2nn1C (centres undefined)
 : 3	-9	6	8	6	-1	6	-3	-1
O=C(CN1C(=O)c2ccc([N+](=O)[O-])cc2C1=O)NCC1CCCO1 (centres undefined)
 : 6	2	1	0	-4	-4	-1	-9	2
CCc1cc(=O)oc2cc(OCC(=O)N(CC)CC)c(Cl)cc12
 : 18	8	0	5	12	-5	1	-3	2
COc1ccccc1-n1nnnc1SCC(=O)NC(=O)Cc1ccccc1
 : .	-3	1	5	-1	-4	2	-2	.
O=C(/C=C/c1ccc([N+](=O)[O-])cc1)N1CCN(S(=O)(=O)c2cccs2)CC1
 : 10	-4	3	-1	-3	5	5	3	-3
Cc1ccsc1C(=O)c1sccc1C
 : 8	1	0	5	-3	-2	1	-1	3
COc1ccc(C(=O)c2sc3nc(C)cc(-c4cccs4)c3c2N)cc1OC
 : 0	0	-6	-3	1	8	14	-1	-1
CC1(C)CC(=O)c2cc(OCC(=O)N3CCCCCC3)ccc2O1
 : 1	3	1	0	2	1	5	-2	4
O=C(O)/C=C\C(=O)Nc1ccccc1C#Cc1ccc(Br)cc1
 : 12	1	-3	-2	-2	3	3	-2	3
Cc1ccc(Oc2ccc(C(F)(F)F)cc2[N+](=O)[O-])c([N+](=O)[O-])n1
 : 11	.	1	.	.	-10	6	-3	-1

# 5 records drawn at random from the list so far:
# The line under a structure holds: GSTO1 counter	PAFAH1B3 inh	LYPLA1 counter	PAFAH1B2 FP inh	PAFAH2 FP inh	PME-1 inh	pPAFAH FP inh	PAD4 inh	Fam108B inh
O=C(/C=C/c1ccc([N+](=O)[O-])cc1)N1CCN(S(=O)(=O)c2cccs2)CC1
 : 10	-4	3	-1	-3	5	5	3	-3
CCc1cc(=O)oc2cc(OCC(=O)N(CC)CC)c(Cl)cc12
 : 18	8	0	5	12	-5	1	-3	2
COC(=O)c1ccc(CNC(=O)c2ccc3c(c2)OCCO3)cc1
 : 2	7	3	-5	2	-9	4	-3	3
CC1CCCC(C)N1C(=O)Cn1nnc(-c2ccc([N+](=O)[O-])cc2)n1 (centres undefined)
 : 1	-1	-2	10	2	0	1	-2	-3
COc1ccccc1-n1nnnc1SCC(=O)NC(=O)Cc1ccccc1
 : .	-3	1	5	-1	-4	2	-2	.

# (more compounds)
# The line under a structure holds: GSTO1 counter	PAFAH1B3 inh	LYPLA1 counter	PAFAH1B2 FP inh	PAFAH2 FP inh	PME-1 inh	pPAFAH FP inh	PAD4 inh	Fam108B inh
COc1ccc(C(=O)COC(=O)CCNS(=O)(=O)c2ccccc2)cc1Br
 : -1	8	-2	-3	5	9	23	-2	0
Cc1cc(C)cc(NC(=O)CSc2nnnn2-c2cccnc2)c1
 : 3	12	-3	6	5	3	6	1	2
CCCCNC(=O)c1cc2ccccc2s1
 : 2	2	-2	6	-6	0	1	-4	0
CN1CCN(c2ccc(NC(=O)C(C)(c3ccccc3)c3ccccc3)cc2)CC1
 : -5	7	-1	2	2	1	6	-6	-4
COc1ccccc1N=c1scc(-c2ccc3c(c2)NC(=O)CO3)n1CC1CCCO1 (centres undefined)
 : 2	-1	-2	-1	0	-4	10	-4	0
CCn1c2ccccc2c2cc(NC(=O)CCCN3C(=O)CCC3=O)ccc21
 : 1	-4	2	10	8	6	8	-7	5
COc1ccc(S(=O)(=O)CCC(=O)N2c3ccccc3CC2C)cc1 (centres undefined)
 : 3	2	-3	4	2	-5	-7	-8	-5
C=CCN(c1ccccc1)S(=O)(=O)c1c(C)[nH]c(=O)[nH]c1=O
 : 3	1	-1	18	3	-2	4	-1	-1
C=CCn1c(SCC(=O)Nc2nnc(CC)s2)nnc1-c1ccco1
 : -1	8	1	2	4	-3	-3	-5	-3
Cc1oc2c(c1C(=O)Nc1ccc(C(=O)O)cc1)CCCC2
 : -16	-6	2	1	3	-4	2	-7	-1
O=C(NC1CCCc2ccccc21)c1cccnc1 (centres undefined)
 : 11	6	1	0	0	0	1	-4	-3
C=CCc1ccccc1OCC(=O)NNC(=S)NCc1ccccc1
 : 1	1	5	17	7	1	5	-6	2
COc1ccc(C(=O)/C=C/c2ccccc2F)c(OC(=O)c2ccc([N+](=O)[O-])cc2)c1
 : 1	-5	-3	1	-8	-9	2	3	-4
COc1c(C)cc(C(=O)C2CCCN(C(=O)c3cc4nc(C)cc(C)n4n3)C2)cc1C (centres undefined)
 : 12	2	0	-1	6	-8	7	-5	3
O=C(NC(=S)NCc1ccc(Cl)cc1)c1ccco1
 : .	8	.	-1	4	.	0	1	.
COC(=O)c1c(NC(=O)Cn2nc(C(F)F)cc2C(F)F)sc(C)c1C
 : 4	12	-1	9	-7	2	5	1	-3
COc1cc(CO)ccc1Oc1nnnn1-c1ccc(C(N)=O)cc1
 : 7	7	2	4	3	8	2	0	-2
Cc1nn(C)c(C)c1S(=O)(=O)N(CC(=O)Nc1ccccn1)c1ccc(C(C)C)cc1
 : 3	-10	-1	-1	-2	-6	4	1	1
O=C(CN1C(=O)C2C3C=CC(C3)C2C1=O)NC1CCCc2ccccc21 (centres undefined)
 : -7	7	1	8	-4	-2	0	1	3
O=C(Nn1c(-c2ccc(F)cc2)nc2ccccc2c1=O)c1cccnc1
 : -3	2	0	9	9	-4	3	2	-1

# 2 of the compounds above, with bars between the fields:
SMILES | GSTO1 counter | PAFAH1B3 inh | LYPLA1 counter | PAFAH1B2 FP inh | PAFAH2 FP inh | PME-1 inh | pPAFAH FP inh | PAD4 inh | Fam108B inh
Cc1oc2c(c1C(=O)Nc1ccc(C(=O)O)cc1)CCCC2 | -16 | -6 | 2 | 1 | 3 | -4 | 2 | -7 | -1
Cc1cc(C)cc(NC(=O)CSc2nnnn2-c2cccnc2)c1 | 3 | 12 | -3 | 6 | 5 | 3 | 6 | 1 | 2

# Continuation.
# The line under a structure holds: GSTO1 counter	PAFAH1B3 inh	LYPLA1 counter	PAFAH1B2 FP inh	PAFAH2 FP inh	PME-1 inh	pPAFAH FP inh	PAD4 inh	Fam108B inh
Cc1nn(CC(=O)NC2(C)CCS(=O)(=O)C2)c(C)c1S(=O)(=O)N(C)C (centres undefined)
 : .	3	.	14	2	.	1	1	.
O=C(NCc1ccco1)c1cccn2c(=O)c3c4c(sc3nc12)CCCC4
 : 0	-12	-4	-7	3	2	9	-3	0
COc1cccc2cc(C(=O)NCCc3c[nH]c4ccccc34)c(=O)oc12
 : -2	-11	-4	-3	1	17	6	2	-2
COc1ccc(NC(=O)C2CC(c3cccc(Br)c3)=NO2)cc1OC (centres undefined)
 : 0	3	1	-3	-1	0	0	-2	1
CCC(C)(C)NC(=O)CN(C(=O)c1ccc(N2CCCC2)nc1)c1ccc(F)cc1
 : 7	7	0	-3	5	-1	-7	0	-1

# Single entries from the results shown:
# Fam108B inh with CCC(C)(C)NC(=O)CN(C(=O)c1ccc(N2CCCC2)nc1)c1ccc(F)cc1 → -1
# GSTO1 counter with COc1cccc2cc(C(=O)NCCc3c[nH]c4ccccc34)c(=O)oc12 → -2
# GSTO1 counter with COc1ccc(NC(=O)C2CC(c3cccc(Br)c3)=NO2)cc1OC (centres undefined) → 0
